Screening data (PubChem BioAssay)
hIAP inh = human IAP inhibition; P09923; purified IAP, CDP-Star luminescence, 30 min; inhibition, % at 10 µM; 330,000 compounds, 0.12% hits; AID 2544;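 active = inhibition reaching a set limit with compound at 10 µM in the primary screen, cut at about 35% in these data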;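 note: plate controls were DMSO wells with enzyme for no effect and no-enzyme buffer wells for full effect; values of inactives mirror those of a sister screen read the other way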
Target sequence (P09923 whole entry, looked up): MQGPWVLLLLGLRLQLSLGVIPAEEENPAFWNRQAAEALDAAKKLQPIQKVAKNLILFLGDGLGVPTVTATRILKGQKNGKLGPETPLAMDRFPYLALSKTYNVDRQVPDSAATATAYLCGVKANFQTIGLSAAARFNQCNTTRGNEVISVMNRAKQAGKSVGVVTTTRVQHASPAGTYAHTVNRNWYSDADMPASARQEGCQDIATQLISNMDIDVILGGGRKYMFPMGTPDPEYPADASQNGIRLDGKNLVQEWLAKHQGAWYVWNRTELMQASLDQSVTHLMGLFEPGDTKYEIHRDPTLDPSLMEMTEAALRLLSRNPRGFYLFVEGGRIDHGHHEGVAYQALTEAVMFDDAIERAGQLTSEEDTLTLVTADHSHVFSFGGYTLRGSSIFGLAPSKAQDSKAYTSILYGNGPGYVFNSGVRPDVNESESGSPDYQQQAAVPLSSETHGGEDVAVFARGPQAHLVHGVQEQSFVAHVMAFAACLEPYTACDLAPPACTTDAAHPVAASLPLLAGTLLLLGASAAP
tim10-1 inh = inhibits growth of tim10-1 mutant yeast; S. cerevisiae tim10-1 ts strain growth, BacTiter-Glo, 24 h; inhibition, % at 20 µM; 330,000 compounds, 2.2% hits;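 active = inhibition of at least 40%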;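 note: mutant grown at 25 °C; 0% = DMSO wells with yeast and 100% = wells holding no yeast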
mIAP block = mouse IAP inhibition; purified mouse IAP, CDP-Star luminescence, 30 min; inhibition, % at 10 µM; 330,000 compounds, 0.2% hits; AID 2806;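 active = inhibition of at least 40% at 10 µM in the primary screen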;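 note: plate controls were DMSO with enzyme for no effect and no enzyme wells for full effect; values of inactives mirror those of a sister screen read the other way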
mIAP act = mouse IAP activation; 330,000 compounds, 0.24% hits; muIAP, CDP-Star luminescence, 30 min; stronger effect = higher value; 1 = vehicle-only enzyme signal, 0 = enzyme-free wells; activation factor at 10 µM;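 active = activation factor of at least 2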; note: the source names both 10 and 20 µM as test concentration; values of inactives mirror those of a sister screen read the other way
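System: Mouse IAP enzyme | Also added: CDP-Star substrate | Dosing: Compounds dispensed in DMSO | Schedule: 30 min enzyme-substrate-compound incubation at room temperature | Technique: Chemiluminescence readout | Control set: DMSO-only wells and no-enzyme negative control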
Apaf1 inhib = inhibitors of human Apaf-1 apoptosome; O14727; reconstituted apoptosome caspase-3 activity, DEVD-Rh110 fluorescence; inhibition, % at 20 µM; 330,000 compounds, 0.71% hits; AID 489030; active = inhibition of at least 40% at 20 µM;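 note: plate controls were DMSO wells for no effect and DEVD-CHO caspase inhibitor wells for full effect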
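Assay system – apoptosome proteins · Medium – Hepes buffer, pH 7.5 · Also added – cytochrome c with DEVD-Rh110 · Timing – 30 min compound preincubation, 50 min activation, room temperature · Detection – Rh110 fluorescence, excitation 480 nm, emission 540 nm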
hIAP act = increases human intestinal alkaline phosphatase activity; P09923; purified human IAP, CDP-Star luminescence, 30 min; stronger effect = higher value; 1 = vehicle-only enzyme, 0 = enzyme-free background; activation factor at 10 µM; 330,000 compounds, 0.16% hits;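 active = activation factor of the enzyme at least 2-fold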; note: the source names both 10 and 20 µM as test concentration; values of inactives mirror those of a sister screen read the other way
ATG4B inh = blocks human ATG4B protease cleavage of LC3 substrate | inhibition, % at 8.33 µM | 340,000 compounds, 0.51% hits | ATG4B cleavage of LC3-PLA2, NBD-HPC fluorescence, 1 h | Q9Y4P1; in the data active = inhibition above about 40%
Target sequence (Q9Y4P1 whole entry, looked up): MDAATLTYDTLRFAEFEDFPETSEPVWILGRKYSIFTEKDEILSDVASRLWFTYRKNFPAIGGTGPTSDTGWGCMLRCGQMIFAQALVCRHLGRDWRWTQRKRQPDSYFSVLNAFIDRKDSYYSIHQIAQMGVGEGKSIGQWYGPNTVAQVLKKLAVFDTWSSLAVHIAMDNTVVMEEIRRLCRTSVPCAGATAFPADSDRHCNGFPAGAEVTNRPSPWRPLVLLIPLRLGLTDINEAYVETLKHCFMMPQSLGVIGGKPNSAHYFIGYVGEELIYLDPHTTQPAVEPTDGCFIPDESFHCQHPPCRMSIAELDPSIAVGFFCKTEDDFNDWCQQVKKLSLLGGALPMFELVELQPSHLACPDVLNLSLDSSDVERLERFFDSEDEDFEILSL
TIM10 inh = inhibits growth of TIM10 yeast strain; AID 463195; inhibition, % at 10 µM; S. cerevisiae TIM10 strain growth, BacTiter-Glo luminescence, 24 h; 330,000 compounds, 1.4% hits;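 active = inhibition of 40% or more at the single tested concentration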;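 note: wild-type TIM10 isogenic control strain grown at permissive 25 °C; 0% = DMSO yeast wells and 100% = minimal medium wells without yeast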
NALP3 yeast inh = blocks the NALP3 inflammasome reconstituted in yeast. Yeast reconstituted NLRP3/ASC/caspase-1, beta-gal luminescence, 24 h. inhibition, % at 10 µM. 330,000 compounds, 0.39% hits. AID 2825;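 active = inhibition of 50% or more; inactive = inhibition below 50%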;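 note: plate controls were induced DMSO wells for no effect and uninduced yeast grown without galactose for full effect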
Starred values were filed as active, the others as inactive.

Screening CC(=O)NCCC1CCCCN1C(=O)c1cc(COc2cc(C)ccc2C)on1 (centres undefined) returned hIAP inh -12, tim10-1 inh 7, mIAP block 4, mIAP act 0.95, Apaf1 inhib 3, hIAP act 1.1, ATG4B inh 5, TIM10 inh 9 and NALP3 yeast inh 8.
For O=C(NC1CCCCC1)N(Cc1ccccc1)Cc1ccco1 the results were hIAP inh 4, tim10-1 inh 8, mIAP block -3, mIAP act 1, Apaf1 inhib 6, hIAP act 0.96, ATG4B inh 2, TIM10 inh 19 and NALP3 yeast inh 21.
COCCNC(=O)C(c1ccc(C)o1)N(C(=O)c1snc(C(N)=O)c1N)c1cc(C)cc(C)c1 (centres undefined) was read as hIAP inh 12, tim10-1 inh 7, mIAP block -7, mIAP act 1.1, Apaf1 inhib 2, hIAP act 0.88, ATG4B inh -14, TIM10 inh 8 and NALP3 yeast inh 15.
Cc1cc(C)n(-c2ccc(C(=O)OCC(=O)NCc3ccc(Cl)cc3)cc2)n1 was read as hIAP inh 10, tim10-1 inh 7, mIAP block -2, mIAP act 1, Apaf1 inhib 22, hIAP act 0.9, ATG4B inh -10, TIM10 inh -8 and NALP3 yeast inh -9.
For CN(C)S(=O)(=O)c1ccc(S(=O)(=O)N2CCCC2)cc1 the results were hIAP inh 1, tim10-1 inh 5, mIAP block -8, mIAP act 1.1, Apaf1 inhib 1, hIAP act 0.99, ATG4B inh -5, TIM10 inh -10 and NALP3 yeast inh 12.
Screening N/C(=N/OC(=O)c1ccc(Cl)cc1)c1ncc([N+](=O)[O-])s1 returned hIAP inh 19, tim10-1 inh 21, mIAP block 9, mIAP act 0.91, Apaf1 inhib 8, hIAP act 0.81, ATG4B inh 2, TIM10 inh 6 and NALP3 yeast inh 18.
For CC(C)NC(=S)N1CCN(S(=O)(=O)c2cccc(C(F)(F)F)c2)CC1 the results were hIAP inh -13, tim10-1 inh 24, mIAP block 0, mIAP act 1, Apaf1 inhib -8, hIAP act 1.1, ATG4B inh -4, TIM10 inh 24 and NALP3 yeast inh 18.
Screening O=C1CCc2cc(S(=O)(=O)NC(Cc3ccccc3)C(=O)N3CCN(c4ccccn4)CC3)ccc2N1 (centres undefined) returned hIAP inh -8, tim10-1 inh 6, mIAP block 5, mIAP act 0.95, Apaf1 inhib -9, hIAP act 1.1, ATG4B inh -7, TIM10 inh -3 and NALP3 yeast inh 12.
CC12CCC(C(=O)N(CSC(=S)N/N=C\c3ccccc3Cl)C1=O)C2(C)C (centres undefined) was read as hIAP inh 14, tim10-1 inh 41*, mIAP block 8, mIAP act 0.93, Apaf1 inhib -21, hIAP act 0.85, ATG4B inh -2, TIM10 inh 57* and NALP3 yeast inh 8.
COc1ccccc1Nc1nc(-c2sc(N)nc2C)cs1 was read as hIAP inh -11, tim10-1 inh 13, mIAP block 21, mIAP act 0.79, Apaf1 inhib 8, hIAP act 1.1, ATG4B inh -2, TIM10 inh 7 and NALP3 yeast inh 3.
For Cc1ccccc1C1C(C#N)=C2N=C(N)c3ccccc3N2C2=C1C(=O)CCC2 (centres undefined) the results were hIAP inh 9, tim10-1 inh 8, mIAP block 10, mIAP act 0.9, Apaf1 inhib -8, hIAP act 0.91, ATG4B inh -14, TIM10 inh 1 and NALP3 yeast inh -6.
For O=C(CCC(=O)Nc1ccc(Cl)cc1)N/N=C/c1ccc2c(c1)OCO2 the results were hIAP inh -9, tim10-1 inh -3, mIAP block -10, mIAP act 1.1, Apaf1 inhib 9, hIAP act 1.1, ATG4B inh 2, TIM10 inh -18 and NALP3 yeast inh 4.
CCCCc1cn(C[C@H]2CC[C@@H]([C@@H]3CC[C@H](Cn4cc(CCCC)nn4)O3)O2)nn1 was read as hIAP inh -14, tim10-1 inh 14, mIAP block -5, mIAP act 1.1, Apaf1 inhib 2, hIAP act 1.1, ATG4B inh -1, TIM10 inh 13 and NALP3 yeast inh 1.
For O=C(Nc1ccc(N2CCN(Cc3ccccc3F)CC2)cc1)c1ccccc1[N+](=O)[O-] the results were hIAP inh 4, tim10-1 inh 3, mIAP block 1, mIAP act 0.99, Apaf1 inhib 1, hIAP act 0.96, ATG4B inh -4, TIM10 inh -8 and NALP3 yeast inh 15.
`COc1ccc(CC(=O)Oc2ccccc2Cl)cc1S(=O)(=O)N1CCOCC1` gave hIAP inh -14, tim10-1 inh 15, mIAP block -1, mIAP act 1, Apaf1 inhib 2, hIAP act 1.1, ATG4B inh 12, TIM10 inh -6 and NALP3 yeast inh 10.
For Cc1nc2ccccc2n1S(=O)(=O)c1ccc(S(=O)(=O)N2CCCCCC2)cc1 the results were hIAP inh 6, tim10-1 inh 17, mIAP block 6, mIAP act 0.94, Apaf1 inhib 1, hIAP act 0.94, ATG4B inh 2, TIM10 inh 7 and NALP3 yeast inh 5.
O=C1NC(Cc2ccccc2)c2nc3cc(F)ccc3c(=O)n2-c2ccccc21 (centres undefined) was read as hIAP inh 7, tim10-1 inh 20, mIAP block -1, mIAP act 1, Apaf1 inhib 8, hIAP act 0.93, TIM10 inh 12 and NALP3 yeast inh 11.
O=C1NC(=O)C(Nc2cccc3ccccc23)S1 (centres undefined) was read as hIAP inh -8, tim10-1 inh -4, mIAP block 12, mIAP act 0.88, Apaf1 inhib -11, hIAP act 1.1, ATG4B inh 24, TIM10 inh 1 and NALP3 yeast inh 13.
Screening Cc1nc2ccc(C(=O)N(C)CC3CCCN(CCc4ccc(Cl)cc4)C3)cc2[nH]1 (centres undefined) returned hIAP inh 2, tim10-1 inh -4, mIAP block -4, mIAP act 1, Apaf1 inhib 2, hIAP act 0.98, ATG4B inh -7, TIM10 inh -14 and NALP3 yeast inh 5.
OCCN(CCCn1c(C(F)(F)F)nc2ccccc21)c1nc(CN2CCCCC2)cs1 was read as hIAP inh 7, tim10-1 inh -7, mIAP block 0, mIAP act 1, Apaf1 inhib 3, hIAP act 0.93, ATG4B inh -4, TIM10 inh 4 and NALP3 yeast inh -5.
`CCc1ccccc1N(C)S(=O)(=O)c1ccc(-c2cc(C)no2)s1` gave hIAP inh 3, tim10-1 inh 21, mIAP block 10, mIAP act 0.9, Apaf1 inhib 11, hIAP act 0.97, ATG4B inh -2, TIM10 inh -24 and NALP3 yeast inh 17.
Screening Cn1c(N)c(C(=O)COC(=O)/C=C/c2ccc(F)cc2)c(=O)n(C)c1=O returned hIAP inh -5, tim10-1 inh 24, mIAP block -8, mIAP act 1.1, Apaf1 inhib -5, hIAP act 1, ATG4B inh -10, TIM10 inh 25 and NALP3 yeast inh 2.
Screening O=C(Nc1ccccc1Oc1ccccc1)c1ccc(Br)o1 returned hIAP inh -11, tim10-1 inh 13, mIAP block 4, mIAP act 0.96, Apaf1 inhib 9, hIAP act 1.1, ATG4B inh 5, TIM10 inh 3 and NALP3 yeast inh -21.
For CN(C)/C=C1\N=C(c2cccs2)OC1=O the results were hIAP inh 8, tim10-1 inh -35, mIAP block -6, mIAP act 1.1, Apaf1 inhib -6, hIAP act 0.92, ATG4B inh -1, TIM10 inh -12 and NALP3 yeast inh 21.
`O=C1CN(C(=O)CSc2nnc3ccccn23)c2ccccc2N1` gave hIAP inh 9, tim10-1 inh -2, mIAP block 3, mIAP act 0.97, Apaf1 inhib 6, hIAP act 0.91, ATG4B inh -4, TIM10 inh -3 and NALP3 yeast inh 0.
Cc1ncc(CO)c(/C=N/NC(=O)c2ccc(O)cc2)c1O was read as hIAP inh -57, tim10-1 inh 0, mIAP block 7, mIAP act 0.93, Apaf1 inhib -2, hIAP act 1.6, ATG4B inh 11, TIM10 inh 18 and NALP3 yeast inh 8.
Cc1cccc(N/N=C(\C=N\N)C(=O)c2ccc(Br)cc2)c1 was read as hIAP inh 13, tim10-1 inh 32, mIAP block -3, mIAP act 1, Apaf1 inhib 13, hIAP act 0.87, TIM10 inh 31 and NALP3 yeast inh 21.
CSc1ccc(Cl)c(C(=O)Nc2ccc(Cl)cn2)c1 was read as hIAP inh 15, tim10-1 inh -1, mIAP block 10, mIAP act 0.9, Apaf1 inhib -2, hIAP act 0.85, ATG4B inh -18, TIM10 inh 9 and NALP3 yeast inh 10.
Screening CSc1nnc(C(C)(C)C)c(=O)n1/N=C/c1ccccc1O returned hIAP inh 6, tim10-1 inh 8, mIAP block -3, mIAP act 1, Apaf1 inhib 10, hIAP act 0.94, ATG4B inh -4, TIM10 inh -1 and NALP3 yeast inh 16.
Screening Cc1cccc(C)c1OCc1cc(C(=O)NCC2CCCCC2)no1 returned hIAP inh 6, tim10-1 inh 37, mIAP block 4, mIAP act 0.96, Apaf1 inhib -57, hIAP act 0.94, ATG4B inh 6, TIM10 inh 4 and NALP3 yeast inh 2.
For Cc1cc(C)n2nc(C(=O)N/N=C/c3ccc(O)cc3)nc2n1 the results were hIAP inh 5, tim10-1 inh 1, mIAP block 10, mIAP act 0.9, Apaf1 inhib -16, hIAP act 0.95, ATG4B inh -9, TIM10 inh 3 and NALP3 yeast inh 11.
Screening CCOc1ccc(CCNC(=O)COC(=O)c2ccc(S(C)(=O)=O)cc2)cc1OCC returned hIAP inh -5, tim10-1 inh 3, mIAP block -9, mIAP act 1.1, Apaf1 inhib 8, hIAP act 1.1, ATG4B inh -5, TIM10 inh 5 and NALP3 yeast inh 18.
For CC(COc1ccccc1)N1CCC(CO)(Cc2ccccc2)CC1 (centres undefined) the results were hIAP inh -4, tim10-1 inh -5, mIAP block -1, mIAP act 1, Apaf1 inhib -9, hIAP act 1, ATG4B inh -8, TIM10 inh -6 and NALP3 yeast inh 14.
For COc1ccc(/C=N\NC(=O)CCN2CCN(c3ccccc3)CC2)cc1OC the results were hIAP inh 5, tim10-1 inh 13, mIAP block 6, mIAP act 0.94, Apaf1 inhib -7, hIAP act 0.95, ATG4B inh 1, TIM10 inh -8 and NALP3 yeast inh 16.
`CCN1CCN(C(=O)c2cc3c(OC)c(OC)c(OC)cc3[nH]2)CC1` gave hIAP inh 2, tim10-1 inh 5, mIAP block -3, mIAP act 1, Apaf1 inhib 6, hIAP act 0.98, ATG4B inh -3, TIM10 inh -17 and NALP3 yeast inh 11.
O=C(NN1C(=O)c2ccccc2C1=O)c1ccccc1[N+](=O)[O-] was read as hIAP inh -8, tim10-1 inh -10, mIAP block -11, mIAP act 1.1, Apaf1 inhib 4, hIAP act 1.1, ATG4B inh -7, TIM10 inh 0 and NALP3 yeast inh 2.
COc1cccc(C=Nc2cc(C)cc(C)c2)c1O was read as hIAP inh 14, tim10-1 inh 2, mIAP block -6, mIAP act 1.1, Apaf1 inhib 4, hIAP act 0.86, ATG4B inh 28, TIM10 inh 2 and NALP3 yeast inh -13.
For CC(C)OCCCNC(=O)Nc1cccc2ccccc12 the results were hIAP inh 4, tim10-1 inh 17, mIAP block -12, mIAP act 1.1, Apaf1 inhib -18, hIAP act 0.96, ATG4B inh -5, TIM10 inh 10 and NALP3 yeast inh 20.

2 records picked at random from those above:
Screening CSc1nnc(C(C)(C)C)c(=O)n1/N=C/c1ccccc1O returned hIAP inh 6, tim10-1 inh 8, mIAP block -3, mIAP act 1, Apaf1 inhib 10, hIAP act 0.94, ATG4B inh -4, TIM10 inh -1 and NALP3 yeast inh 16.
Screening CCOc1ccc(CCNC(=O)COC(=O)c2ccc(S(C)(=O)=O)cc2)cc1OCC returned hIAP inh -5, tim10-1 inh 3, mIAP block -9, mIAP act 1.1, Apaf1 inhib 8, hIAP act 1.1, ATG4B inh -5, TIM10 inh 5 and NALP3 yeast inh 18.
